Jurkat NFkB inh: lowers PMA/ionomycin-induced NF-kB signal in Jurkat cells; PMA/ionomycin-induced NF-kB luciferase reporter, luminescence; inhibition, % at 4 µM; actives 0.53% (n = 330,000); in the data active means inhibition above about 50%
697 NFkB inh: inhibitors of the PMA/ionomycin-induced NF-kB reporter in 697 B cells; actives 0.33% (n = 330,000); inhibition, % at 4 µM; 697 B-cell NF-kB luciferase reporter, 16 h; AID 435022; in the data active means inhibition above about 35%
UPR XBP1 act: activators of adaptive arm of unfolded protein response (XBP1); CHO-XBP1 luciferase reporter, IRE1-XBP1 UPR activation, luminescence; percent of tunicamycin response, DMSO as zero; activation, % at 20 µM; actives 0.33% (n = 330,000); AID 463104;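 active means versus positive control, 20 µM dose yields 30% or more activation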;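 further: 100% = tunicamycin at 10 µg/mL and 0% = DMSO only wells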
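Material: IRE1-XBP1 luciferase reporter CHO line / Quantity: one thousand reporter cells per well / Buffer or medium: F12 with 10% serum / Compound: 20 µM single concentration, DMSO 1% / Times: 6 h treatment, 37 °C / Detection: Steady-Glo luciferase glow luminescence, 10 min after reagent addition / Benchmarks: tunicamycin high, DMSO low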
TIM10 inh: TIM10 yeast growth inhibition. S. cerevisiae TIM10 strain growth, BacTiter-Glo luminescence, 24 h. AID 463195. actives 1.4% (n = 330,000). inhibition, % at 10 µM;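 active means inhibition of 40% or more at the single tested concentration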;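 further: wild-type TIM10 isogenic control strain grown at permissive 25 °C; 0% = DMSO yeast wells and 100% = minimal medium wells without yeast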
CHOP UPR activ: apoptotic UPR (CHOP) activation. CHO-CHOP luciferase reporter, luminescence; percent of tunicamycin response over DMSO baseline. activation, % at 10 µM. actives 0.34% (n = 330,000);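 active means at 10 µM dose, activation of 40% or more, normalized to positive control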;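 further: 100% = tunicamycin at 10 µg/mL and 0% = DMSO alone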
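Evaluation: % reporter activation, DMSO baseline versus tunicamycin full activation; System: CHO-CHOP luciferase reporter cell line; Input: 500 cells/well; Incubation: 6 h compound treatment, 37 °C; Measured by: Steady-Glo luciferase luminescence; Dosing: one dose, 10 µM in 0.5% DMSO; Buffer or medium: F12 medium, 10% FBS; Benchmarks: positive tunicamycin 10 µg/mL, negative DMSO alone.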
tim23-1 inh: growth inhibitors of tim23-1 mutant yeast. S. cerevisiae tim23-1 growth, BacTiter-Glo luminescence, 24 h. inhibition, % at 20 µM. actives 1.3% (n = 330,000);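 active means growth inhibition of the mutant yeast at or above 50%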;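 further: temperature-sensitive mutant grown at 25 °C; plate controls were DMSO-treated mutant yeast for no effect and medium wells lacking yeast for full effect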
tim10-1 inh: tim10-1 yeast growth inhibition | AID 463190 | S. cerevisiae tim10-1 ts strain growth, BacTiter-Glo, 24 h | actives 2.2% (n = 330,000) | inhibition, % at 20 µM;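 active means inhibition of at least 40%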;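 further: mutant grown at 25 °C; 0% = DMSO wells with yeast and 100% = wells holding no yeast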
Mdm2 MdmX PPI: inhibitors of human Mdm2/MdmX interaction. O15151+Q00987. AID 485346. actives 3% (n = 330,000). inhibition, % at 8 µM. SaOS-2 split-luciferase Mdm2/MdmX complementation, luminescence;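 active means inhibition of at least 50% at 8 µM in the primary screen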
Target sequence (O15151 whole entry, looked up): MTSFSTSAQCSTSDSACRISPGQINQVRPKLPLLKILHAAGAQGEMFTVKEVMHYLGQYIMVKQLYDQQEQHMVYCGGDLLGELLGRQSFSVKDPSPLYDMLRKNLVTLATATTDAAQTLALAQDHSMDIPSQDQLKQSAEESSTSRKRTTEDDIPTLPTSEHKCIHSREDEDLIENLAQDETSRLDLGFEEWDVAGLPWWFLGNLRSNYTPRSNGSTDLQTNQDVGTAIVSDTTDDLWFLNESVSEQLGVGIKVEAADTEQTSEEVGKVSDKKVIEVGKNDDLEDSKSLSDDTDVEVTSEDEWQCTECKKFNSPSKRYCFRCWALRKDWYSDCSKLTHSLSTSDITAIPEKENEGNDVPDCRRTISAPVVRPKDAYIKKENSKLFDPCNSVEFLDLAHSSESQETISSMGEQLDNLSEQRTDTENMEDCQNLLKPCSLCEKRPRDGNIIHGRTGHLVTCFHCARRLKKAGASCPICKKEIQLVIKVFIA
Target sequence (Q00987 whole entry, looked up): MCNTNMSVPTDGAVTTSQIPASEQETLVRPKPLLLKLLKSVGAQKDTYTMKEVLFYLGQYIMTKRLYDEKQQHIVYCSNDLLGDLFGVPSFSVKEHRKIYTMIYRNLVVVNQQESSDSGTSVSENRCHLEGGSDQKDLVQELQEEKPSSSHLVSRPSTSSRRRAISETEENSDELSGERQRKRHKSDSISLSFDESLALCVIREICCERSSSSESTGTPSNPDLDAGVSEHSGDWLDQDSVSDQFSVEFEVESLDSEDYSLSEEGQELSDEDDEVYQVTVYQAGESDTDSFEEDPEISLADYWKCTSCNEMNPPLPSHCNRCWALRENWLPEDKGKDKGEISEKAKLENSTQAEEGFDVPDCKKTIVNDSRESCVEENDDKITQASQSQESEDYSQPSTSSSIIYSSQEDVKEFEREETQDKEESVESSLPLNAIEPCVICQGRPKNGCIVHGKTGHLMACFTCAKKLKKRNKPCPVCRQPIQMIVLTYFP
Active calls of the source: *. No enrichment for hits; overall some 6.6% were active at least once.

Each structure is followed by: Jurkat NFkB inh	697 NFkB inh	UPR XBP1 act	TIM10 inh	CHOP UPR activ	tim23-1 inh	tim10-1 inh	Mdm2 MdmX PPI
1. CC(=O)NC(Cc1ccccc1)C(=O)NC1CCN(C(=O)NCc2ccccc2)CC1 (stereo not drawn)
→ 9	14	0	-18	0.4	2	-6	-2
2. O=C(COc1ccccc1F)NNC(=O)c1cc(Br)ccc1Cl
→ -5	11	1	6	0.4	22	15	6
3. CCOC(=O)N1CCC(N2C(=O)c3ccc(C(=O)Nc4ccc(OC)cc4)cc3C2=O)CC1
→ 5	0	2	-4	0.9	1	4	-17
4. Cc1ccc(C(=O)n2nc(-c3ccccc3)nc2NCc2ccco2)cc1
→ -15	-6	1	-13	0.5	15	30	-11
5. O=C(COc1ccc(Cl)cc1)NNC(=S)NCc1ccccc1
→ -5	-4	-2	11	1.2	26	17	-6
6. COc1cccc(OC)c1C(=O)Nc1ccccc1N1CCCCC1
→ 1	8	-5	9	-0.5	46	38	2
7. Cc1cccc(Sc2nc(-c3ccccc3)ncc2C(=O)O)c1
→ -25	-10	-3	5	0.2	18	24	8
8. COC(=O)N1[C@H](Cc2ccccc2)C=C[C@]1(C)C(=O)O
→ -1	3	-3	4	1.8	-8	-7	14
9. CC1CCCCN1CCNC(=O)c1cnn2ccccc12 (stereo not drawn)
→ -9	-3	-2	0	-2.3	4	5	-3
10. CCN(CC)S(=O)(=O)c1ccc(N=N/C(C(C)=O)=C(/C)O)cc1
→ -6	-9	2	12	-1.6	19	24	4
11. O=C(Oc1ccc(Br)cc1)c1cccnc1
→ -16	-1	1	4	-2.0	6	12	-6
12. CCOC(=O)c1ccc(N2C(=O)c3n[nH]c(C)c3C2c2ccc(OC)c(OC)c2)cc1 (stereo not drawn)
→ -1	6	0	5	-1.0	4	5	32
13. CC(C)(C)c1ccc(OCC(O)CSc2ncn[nH]2)cc1 (stereo not drawn)
→ -32	-53	-3	-2	1.4	19	19	-46
14. Cc1ccc(CN2CCCN(C)CC2)c(C)c1
→ -1	-14	-4	-13	-0.9	2	5	-28
15. CC(C)(CN=C1NS(=O)(=O)c2ccccc21)CNC(=O)CN1C(=O)c2ccccc2C1=O
→ 4	-1	-2	-14	-1.1	6	3	14
16. O=C(CNC(=O)c1ccccc1Br)NCCSc1ccc(Br)cc1
→ -14	21	-4	1	-0.5	12	20	12
17. O=C(Nc1cccc(S(=O)(=O)N2CCOCC2)c1)c1cn(-c2ccccc2)nc1-c1ccccc1
→ 8	2	0	26	-1.6	24	27	13
18. COc1ccccc1NNC(=O)C(O)(c1ccccc1)c1ccccc1
→ -2	-7	-2	10	-1.1	12	9	-9
19. C=CCN1C(=O)CSc2ccc(C(=O)NCc3ccco3)cc21
→ 3	32	0	13	1.1	7	18	3
20. CCOC(=O)c1sc2ncn(C(CC)C(=O)OCC)c(=O)c2c1C (stereo not drawn)
→ -4	5	1	-24	1.2	-25	-17	17
21. CCc1ccc(N(CC(=O)NC(C)(C)C)C(=O)CNC(=O)c2cccs2)cc1
→ 9	15	-2	8	1.7	0	1	4
22. CCOP(=O)(OCC)C(NC(=O)c1cc([N+](=O)[O-])cc([N+](=O)[O-])c1)C(F)(F)F (stereo not drawn)
→ 11	10	-1	1	-0.3	10	5	20
23. CS(=O)(=O)N1c2ccccc2[C@]2(Br)C[C@H]3C(=O)N[C@@H](Cc4ccccc4)C(=O)N3[C@H]12
→ 6	26	-2	4	-0.6	10	15	11
24. CC(C)c1nnc(NC(=O)CSc2nc3ccccc3s2)s1
→ -7	3	1	6	-0.5	6	9	-4
25. CCn1cc(CN2CCc3c([nH]c4ccccc34)C2c2cccc(O)c2)c(C)n1 (stereo not drawn)
→ 12	13	1	5	-1.7	-5	-5	38
26. CS(=O)(=O)N(CC(=O)O)c1ccc(C23CC4CC(CC(C4)C2)C3)cc1
→ 12	11	1	2	1.6	14	14	-3
27. O=C(NCCCCCCNC(=O)c1ccncc1)c1ccncc1
→ 9	0	-1	-7	1.3	4	-15	10
28. CCOc1ccc(NC(=O)CN(C)C(=O)CSCc2c(C)noc2C)cc1OCC
→ 3	-7	-2	0	0.5	1	-3	-15
29. CSCCC(=O)N(C)CC1CCN(CCc2cccc(C(F)(F)F)c2)CC1
→ 3	3	-3	-11	-1.4	-10	-6	13
30. CCOCCn1c(N2CCCC2)nc2c1c(=O)n(C)c(=O)n2C
→ 4	-4	-6	1	1.2	-7	-14	13
31. COc1ccccc1NC(=S)NCCC(c1ccccc1)c1ccccc1
→ 11	-8	0	36	2.4	31	36	23
32. Cc1cccc(NC(=S)NNC(=O)c2cc3c(s2)CCC(C)C3)c1C (stereo not drawn)
→ -16	-10	-1	51*	0.4	30	59*	9
33. CN(C)S(=O)(=O)c1cccc(C(=O)OCC(=O)Nc2sccc2C#N)c1
→ -2	-4	1	21	1.3	14	22	5
34. C(CNC1C2CC3CC(C2)CC1C3)CN1CCOCC1 (stereo not drawn)
→ -14	8	-1	-223	0.7	-146	-96	8
35. O=C(O)c1ccc(/C=C/C(=O)c2ccc3c(c2)OCCCO3)cc1
→ -11	-92	-5	-1	4.1	10	5	-33
36. S=C(Nc1cccc2ccccc12)NN1CCOCC1
→ -36	-36	-3	1	1.2	3	16	-12
37. COc1ccccc1S(=O)(=O)n1cc(Cc2ccccc2)c(N)n1
→ -2	-7	2	-5	-0.6	-3	24	2
38. CC(O)CNc1nc2ccccc2n1CC(=O)NC12CC3CC(CC(C3)C1)C2 (stereo not drawn)
→ -1	9	-1	-3	-0.7	11	-4	-25
39. CN(Cc1ccccc1)c1nc(-c2cccc([N+](=O)[O-])c2)nc2ccccc12
→ 3	9	-2	16	0.2	1	14	-15
40. CCOc1ccc(-c2cc(N)n(S(=O)(=O)c3ccc(OC)c(OC)c3)n2)cc1
→ 6	-6	3	7	1.4	16	7	10
41. CCOc1cc(-n2ncc(C#N)c2N)nc(SC)n1
→ 0	-7	3	-13	-1.4	-12	-3	-11
42. O=C(Nc1cc(C(F)(F)F)ccc1N1CCOCC1)C1CC1
→ -8	5	-1	-8	0.7	-2	-18	10
43. CSc1nc2c(c(=O)[nH]1)C(c1ccc(F)cc1)CC(=O)N2 (stereo not drawn)
→ -1	12	-1	7	0.1	3	-1	-10
44. CCCn1c(=O)c(C(=O)Nc2cccc(C)n2)c(O)c2ccccc21
→ 5	-22	0	-7	4.9	15	-27	24
45. CN1CCN(C2=C(Cl)C(=O)N(c3ccc(Cl)c(Cl)c3)C2=O)CC1
→ -11	10	-2	-5	0.5	9	6	9

Quoted from above: nos. 1–4
Each structure is followed by: Jurkat NFkB inh	697 NFkB inh	UPR XBP1 act	TIM10 inh	CHOP UPR activ	tim23-1 inh	tim10-1 inh	Mdm2 MdmX PPI
1. CC(=O)NC(Cc1ccccc1)C(=O)NC1CCN(C(=O)NCc2ccccc2)CC1 (stereo not drawn)
→ 9	14	0	-18	0.4	2	-6	-2
2. O=C(COc1ccccc1F)NNC(=O)c1cc(Br)ccc1Cl
→ -5	11	1	6	0.4	22	15	6
3. CCOC(=O)N1CCC(N2C(=O)c3ccc(C(=O)Nc4ccc(OC)cc4)cc3C2=O)CC1
→ 5	0	2	-4	0.9	1	4	-17
4. Cc1ccc(C(=O)n2nc(-c3ccccc3)nc2NCc2ccco2)cc1
→ -15	-6	1	-13	0.5	15	30	-11

The results go on.
Each structure is followed by: Jurkat NFkB inh	697 NFkB inh	UPR XBP1 act	TIM10 inh	CHOP UPR activ	tim23-1 inh	tim10-1 inh	Mdm2 MdmX PPI
46. O=C(c1noc2c1CCc1ccccc1-2)N1CCOCC1
→ -30	-25	1	-13	3.3	6	4	-13
47. CCOC(=O)C1CCN(C(=O)CCc2c(C)nc3c(-c4ccc(F)cc4)c(C)nn3c2C)CC1
→ 2	18	-2	12	0.7	25	30	9
48. O=c1oc2ccc3ccccc3c2cc1-c1nc2ccccc2o1
→ -7	11	-1	24	0.8	19	28	-1
49. CCOc1ccc(NC(=O)CN(C)C(=O)Cc2n[nH]c(=O)c3ccccc23)cc1OCC
→ -5	1	-1	-5	0.4	9	3	-3
50. COc1cccc(C(=O)CN2CCN(S(=O)(=O)c3ccc(Br)cc3)CC2)c1
→ -7	15	-1	6	-3.6	8	23	8
51. CCN1C(=O)[C@H]2[C@@H](c3ccc(C)cc3)N3C(=O)N(c4ccc(OC)cc4)C(=O)[C@@]3(C)[C@H]2C1=O
→ 10	8	-1	-2	0.0	17	-4	22
52. O=C(CCNS(=O)(=O)c1ccccc1C(F)(F)F)NNC(=O)c1csc(N2CCOCC2)n1
→ -5	18	-1	-7	1.4	6	-22	7
53. O=c1cc(N2CCN(c3ccccc3F)CC2)[nH]c(=O)n1-c1ccc(Br)cc1
→ 4	8	-1	-6	-1.1	-7	5	9
54. COc1ccc(C(=O)Cn2nnc(-c3ccccc3NC(=O)c3ccco3)n2)cc1
→ 24	4	5	12	-0.6	-8	1	12
55. COc1cc2c(cc1OC)C(C(=O)Nc1ccc(F)c(Cl)c1)CC(=O)N2 (stereo not drawn)
→ 12	10	-7	-2	1.7	-5	7	-3
56. O=C(CSCSCC(=O)Nc1ccc2c(c1)OCO2)Nc1ccc2c(c1)OCO2
→ -10	13	-1	-5	-2.5	10	1	-1
57. COc1ccc(S(=O)(=O)N2CCN(Cc3cc(OC)c(OC)cc3OC)CC2)cc1
→ -3	17	1	10	1.4	13	12	4
58. Cc1ccc(-n2nc3c(=O)n(CCCC(=O)N4CCC(C)CC4)nc(C)c3c2C)cc1
→ 14	12	-2	12	1.8	19	18	22
59. C[C@H](NC(=O)c1ccc(Cl)cc1)C(=O)NNC(=O)c1cccs1
→ 0	20	-3	0	2.1	0	-14	-2
60. C[C@H](CO)N1C[C@H](C)[C@@H](CN(C)C(=O)NC2CCCCC2)Oc2c(NC(=O)C3CC3)cccc2C1=O
→ 5	-2	1	-1	1.8	-8	-10	-34
61. Cc1nnc(-c2cnn(C)c2N)n1Cc1ccc2c(c1)OCO2
→ -16	-1	0	-8	-0.6	3	20	-6
62. C=CCNC(=O)CN(c1ccc(OC)cc1OC)S(C)(=O)=O
→ 8	13	0	-3	2.5	1	7	9
63. COc1ccc(CCNC(=O)c2ccccc2C(=O)NCCc2ccc(OC)c(OC)c2)cc1OC
→ -14	1	-3	-5	0.4	1	8	-23
64. CCOC(=O)c1c(NC(=O)C[n+]2ccccc2)sc2c1CCCC2
→ 0	-8	0	23	-1.9	8	24	14

Screening results from PubChem BioAssay.
